# BLM helicase inh: qHTS Assay for Inhibitors of Bloom's syndrome helicase (BLM) | RecQ-like DNA helicase BLM (Homo sapiens), P54132 | recombinant BLM DNA unwinding, fluorescence dequenching | Potency, µM (titrated, usually from 56.1 µM), for inactives: top-dose activity change, negative = inhibition, usual class: inhibitors | actives 0.2% (n = 350,000);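 note: potency is the fitted concentration of half-maximal effect; plate controls were vehicle for no effect and no enzyme for full effect; nearly all actives have a fitted effect of over 35% in size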
# POLK inh: qHTS for Inhibitors of Polymerase Kappa. Potency, µM (highest dose often 107 µM), inactives show top-dose activity, negative = inhibition, usual class: inhibitors. AID 588579, 2011. purified Pol kappa, fluorescent DNA synthesis assay, 10 min. actives 0.53% (n = 400,000). DNA polymerase kappa (Homo sapiens), Q9UBT6; note: potency is the fitted concentration of half-maximal effect; % is set by controls: 0 for no effect and ±100 for the full control effect
#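 Activity was followed as the change in fluorescence between reads at 0 and 10 min after starting the reaction with 50 nM substrate. Beforehand, 10 nM polymerase had been preincubated with compound for 15 min at room temperature.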
# POLB inh: qHTS Assay for Inhibitors of DNA Polymerase Beta. P06746. Potency, µM (top dose mostly 114 µM), inactives show at the highest dose activity change, negative = inhibition, hits mostly inhibitors. AID 485314, 2010. Pol beta primer extension/strand displacement, fluorescence kinetic. actives 1.3% (n = 340,000); note: potency is the fitted concentration of half-maximal effect; % is set by controls: 0 for no effect and ±100 for the full control effect
#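 Homogeneous kinetic assay of primer extension and strand displacement by 10 nM Pol beta, preincubated 15 min at room temperature with compound before 50 nM substrate (final) was added. Read at 0 and 10 min; four-parameter Hill fit.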
# Glioma ERSR ind: qHTS for Inducers of the Endoplasmic Reticulum Stress Response (ERSR) in Human Glioma: qHTS | U87-MG GRP78 promoter luciferase reporter, 16 h | Potency, µM, inactives show at the top dose activation, actives largely listed as activators | actives 0.02% (n = 420,000) | AID 602332, 2012; note: potency is the fitted concentration of half-maximal effect; series mostly up to about 76 µM; % of control where 0% means no effect; nearly all actives have a fitted effect of over 35% in size
#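 Stably transfected U87-MG glioma cells carrying a GRP78-based luciferase sensor; 16 h compound incubation. Luminescence end-point read 10 min after Bright-Glo addition at room temperature.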
# POLI inh: qHTS for Inhibitors of Polymerase Iota | DNA polymerase iota (Homo sapiens), Q9UNA4 | actives 1% (n = 390,000) | Pol iota fluorescent replication assay, 10 min | Potency, µM (top dose mostly 115 µM), for the others: at the highest dose activity, negative = inhibition, hits mostly inhibitors; note: potency is the fitted concentration of half-maximal effect
# Target sequence (Q9UNA4 whole entry, looked up): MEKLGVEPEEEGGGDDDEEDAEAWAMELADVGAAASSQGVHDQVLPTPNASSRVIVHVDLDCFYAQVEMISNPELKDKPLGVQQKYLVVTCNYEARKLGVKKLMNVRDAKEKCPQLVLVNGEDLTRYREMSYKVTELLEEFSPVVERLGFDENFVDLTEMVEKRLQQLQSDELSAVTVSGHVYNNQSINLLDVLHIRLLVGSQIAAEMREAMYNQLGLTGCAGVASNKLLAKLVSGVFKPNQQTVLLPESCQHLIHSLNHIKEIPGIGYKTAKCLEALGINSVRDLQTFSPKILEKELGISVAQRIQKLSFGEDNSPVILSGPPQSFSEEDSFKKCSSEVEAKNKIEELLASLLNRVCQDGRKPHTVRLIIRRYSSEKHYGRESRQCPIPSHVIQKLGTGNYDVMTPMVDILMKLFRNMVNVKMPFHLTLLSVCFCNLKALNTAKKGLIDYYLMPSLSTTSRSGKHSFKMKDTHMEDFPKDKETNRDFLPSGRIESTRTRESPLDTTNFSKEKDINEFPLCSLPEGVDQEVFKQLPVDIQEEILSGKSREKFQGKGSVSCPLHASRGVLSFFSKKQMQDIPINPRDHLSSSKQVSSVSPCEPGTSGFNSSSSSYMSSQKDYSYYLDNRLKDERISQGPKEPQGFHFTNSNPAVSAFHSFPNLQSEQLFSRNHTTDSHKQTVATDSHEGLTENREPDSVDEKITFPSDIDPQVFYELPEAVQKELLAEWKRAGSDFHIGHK
#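 Pol iota at 10 nM preincubated 15 min with compounds at room temperature; reaction started with fluorescent substrate, 50 nM final. Fluorescence read kinetically at 0 and 10 min; buffer-only wells as negative control.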
# APE1 inh: qHTS Assay for Inhibitors of the Human Apurinic/apyrimidinic Endonuclease 1 (APE1). Potency, µM (doses to about 65.8 µM), without a hit: top-dose activity change, negative = inhibition, hits mostly inhibitors. recombinant APE1, TAMRA/BHQ-2 abasic DNA cleavage fluorescence. actives 0.35% (n = 350,000). DNA repair nuclease/redox regulator APEX1 (Homo sapiens), P27695;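 note: potency is the fitted concentration of half-maximal effect; plate controls were vehicle for no effect and reference inhibitor for full effect; nearly all actives have a fitted effect of over 55% in size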
# Target sequence (P27695 whole entry, looked up): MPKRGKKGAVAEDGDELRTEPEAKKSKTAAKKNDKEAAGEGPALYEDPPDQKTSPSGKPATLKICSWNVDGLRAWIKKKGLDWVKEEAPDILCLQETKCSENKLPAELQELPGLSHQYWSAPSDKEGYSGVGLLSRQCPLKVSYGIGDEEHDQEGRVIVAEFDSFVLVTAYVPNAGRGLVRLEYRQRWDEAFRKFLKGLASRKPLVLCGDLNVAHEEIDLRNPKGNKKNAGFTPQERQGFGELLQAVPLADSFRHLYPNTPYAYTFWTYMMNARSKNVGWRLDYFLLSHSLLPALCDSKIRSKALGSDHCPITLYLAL
#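 Readout is kinetic fluorescence (ex 525, em 598 nm) from cleavage of 50 nM TAMRA/BHQ-2 THF abasic duplex by 0.75 nM APE1, compound added 15 min beforehand at RT.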
# Anesthetic bind: qHTS Assay for Identification of Novel General Anesthetics. actives 0.074% (n = 350,000). Ferritin light chain (Equus caballus), P02791. Potency, µM (highest dose often 77.5 µM), without a hit: at the highest dose activity change, negative = displacement, most hits filed as inhibitors. apoferritin/1-aminoanthracene competitive binding, fluorescence. AID 485281, 2010; note: potency is the fitted concentration of half-maximal effect; % is set by controls: 0 for no effect and ±100 for the full control effect; nearly all actives have a fitted effect of over 20% in size
#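 Concentration-response curves derived by four-parameter Hill fitting of normalized fluorescence, where compounds displaced 1-AMA from 10 uM horse apoferritin following a brief 10 min room-temperature incubation; propofol titration acted as positive control.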
# LDHA inh: qHTS assay for inhibitors of human lactate dehydrogenase. L-lactate dehydrogenase A chain (Homo sapiens), P00338. purified LDHA, NADH/diaphorase-resazurin fluorescence; hits give low values. activity change, % (values are at about 110 or 230 µM). actives 0.15% (n = 480,000); in the data active = activity change below about -30%; inconclusive = mostly about -25% to -30%;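 note: plate controls were DMSO wells for no effect and wells without enzyme for full effect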
#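 Human LDH5 (2 nM) was incubated with 0.06 mM NADH and 0.2 mM pyruvate for 5 min at room temperature in Tris pH 7.4. Remaining NADH was coupled through diaphorase/resazurin, and resorufin fluorescence was read at 0 and 20 min.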
# Pol eta inh: qHTS for Inhibitors of Polymerase Eta | Potency, µM (highest dose often 114 µM), for the others: top-dose activity change, negative = inhibition, most hits filed as inhibitors | DNA polymerase eta (Homo sapiens), Q9Y253 | recombinant Pol eta, fluorescent DNA replication assay | actives 1.2% (n = 390,000); note: potency is the fitted concentration of half-maximal effect; % is set by controls: 0 for no effect and ±100 for the full control effect
#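 Pol eta (10 nM) was preincubated with compounds for 15 min at room temperature, after which fluorescent replication substrate (50 nM final) was added to start the reaction. Fluorescence was read kinetically at 0 and 10 min.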
# An asterisk follows results filed as active; ? = inconclusive; · = no result given; & = joins results of further samples; [ ] = another dose, or the depositor's remark. Unless noted, calls come from the whole dose curve; as a rule, active = well fitted curve in the direction sought with a large enough effect; inconclusive = small, poorly fitted or top-dose-only effect, or another doubt; inactive = no such curve, though single readings can be large; an effect the other way counts as inactive or inconclusive.
SMILES,BLM helicase inh,POLK inh,POLB inh,Glioma ERSR ind,POLI inh,APE1 inh,Anesthetic bind,LDHA inh,Pol eta inh
Cc1ccc(C(=O)C[n+]2cccc3ccccc32)cc1,2%,-19%,-1%,2%,23%,-1%,-1%,1,9%
CCCNC(=O)Cn1nc(C)n2c(cc3cc(F)ccc32)c1=O,-1%,14%,46%,-4%,-20%,-4%,7%,0,-10%
CC(=O)c1cc(NC(=O)c2ccc([N+](=O)[O-])cc2)c(=O)oc1C,-3%,-2%,-4%,-3%,13%,?,-8%,-3,-11%
CN(CC(=O)NC(=O)NC1CCCCC1)Cc1ccccc1,·,0%,·,1%,4%,-7%,·,-3,-23%
CCOC(=O)c1cc(S(=O)(=O)N2CCN(c3ccccc3F)CC2)[nH]n1,-1%,0%[60.1 µM],1%,-3%,-25%,·,-19%,7,-6%
Fc1ccc(C2c3[nH]c4ccccc4c3CCN2Cc2cccn2-c2ncccn2)cc1 (stereo not given),-9%,2%,2%,0%,7%,?,-10%,5,-20%
COc1cccc(C2C(C)CCC3C(=O)N(C)C(C(C)C)C(=O)N32)c1 (stereo not given),1%[12.4 µM],·,·,-5%,·,-7%[12.4 µM],9%[15.3 µM],·,·
Cc1cc(Nc2ccccc2F)n2nc(C)nc2n1,2%,-19%,7%,-2%,3%,2%,5%,-1,-11%
Cc1cc(N2C(=O)CC(C(C)c3ccccc3)C2=O)no1 (stereo not given),-12%,-4%,6%,-5%,-7%,9%,-3%,0,-19%
COc1cccc(SCc2noc(C(=O)NCC3CCCO3)c2C(=O)O)c1 (stereo not given),1%,8%,9%,-1%,4%,0%,-9%,1,-9%
CNc1ccc(/C=C2\C=Cc3ccccc32)cc1I,·,-10%,·,3%,-7%,·,·,-1,·
CN(CCOc1ccccc1)CC(=O)Nc1ccc(Cl)c(S(=O)(=O)N(C)C)c1,-1%,4%,5%,-5%,89%[activator],-6%,-11%,-14,-23%
COc1ccc(N2CCN(Cc3nc4c(c(=O)[nH]c(=O)n4C)n3Cc3ccc(C)cc3)CC2)cc1,-3%,-3%,6%,-3%,28%,·,-8%,-5,-25%
CCOC(=O)C1=C(C)NC(C)=C(C(=O)OCC)C1/C=C/c1ccccc1OC,-13%,-12%,1%[57.1 µM],-4%,?,?,333%[activator],3,-22%
O=C(c1ccccc1Br)N1CCN(Cc2ccc3c(c2)OCO3)CC1,-3%,1%,3%,0%,41%[activator],20%,2%,-1,-15%
CS(=O)(=O)N1CCc2ccc(NC(=O)C3CCCO3)cc2C1 (stereo not given),-2%,-5%,0%,-5%,39%[activator],24%,-8%,0,-18%
CCc1ccc(NC(=O)Cn2c(C(=O)OC)cc3oc(C)cc32)cc1,-3%,5%,10%,·,4%,·,?,0,·
COc1ccc(S(=O)(=O)N(C)C[C@@H]2Oc3c(NS(=O)(=O)c4cn(C)cn4)cccc3C(=O)N([C@@H](C)CO)C[C@@H]2C)cc1,·,-11%,·,-3%,8%,-4%,·,-3,-12%
CCOC(=O)c1c(NC(=O)COC(=O)c2nccnc2N)sc2c1CCC2,·,-9%,·,-1%,?,-3%,·,-3,1%
O=C(Nc1ccc(F)cc1)N1CCn2c(nc3ccccc32)C1,-4%,-6%,0%,-5%,13%,-10%,0%,-2,-10%
O=C(NC1CCS(=O)(=O)C1)C1CCCCN1S(=O)(=O)c1ccc(Cl)cc1 (stereo not given),-2%,-3%,23%,0%,-3%,-1%,-10%,0,6%
COc1ccc(CCNC(=O)c2cc3c(=O)n(C)c4ccccc4c3n2C)c(OC)c1,0%,-14%,31%,-4%,?,16%,-3%,-11,-7%
CCCCN(C(=O)C1CCN(C(=O)c2ccccc2C)CC1)c1c(N)n(CCCC)c(=O)[nH]c1=O,-2%,-14%,23%,-4%,-2%,-6%,-1%,-1,-5%
CCC(Cc1ccccc1)OC(=O)c1ccccc1C(=O)O (stereo not given),·,-2%,·,0%,28%,·,·,0,-9%
CC(C)CN(C(=O)c1ccc(N2CCCC2=O)cc1)c1c(N)n(Cc2ccccc2)c(=O)[nH]c1=O,·,-12%,·,-1%,-1%,0%,·,1,0%
O=C(c1cnc(N2CCCCC2)c2ccccc12)N1CCN(c2ccccc2F)CC1,-7%,-9%[60.1 µM],-3%,-2%,25%,·,65%[activator],14&-3,-25%
Cc1nc2ccccc2c2c1C(=O)N(CCC1=CCCCC1)C2=O,-3%,·,1%,·,·,-2%,6%,·,·
CNC(=S)N/N=C(\C)c1ccc(C)c(C)c1,-1%,-14%,39%,5%,14%,13%,-5%,0,-3%
O=C(Nc1nnc(S(=O)(=O)N2CCCC2)s1)c1ccc(F)cc1,2%,-14%,-19%,-1%,0%,·,-22%,-8,-5%
COC(=O)C1=C[C@@H](C(=O)OC)[C@@H]2C3=C(C(=O)[C@@]2(C)NC(=O)c2ccccc2)[C@H](c2ccccc2)n2c(=O)n(-c4ccccc4)c(=O)n2[C@@H]3C1,·,-11%,·,-3%,-12%,·,·,-3,-8%
CCCCC1OC23CCCCC2C(C#N)(C#N)C1(C#N)C(=N)O3 (stereo not given),-19%,-20%,1%,-3%,60%[activator],-2%,151%[activator],6,-6%
Cc1noc(C)c1S(=O)(=O)N(C)C[C@H]1Oc2ccc(NC(=O)C3CC3)cc2C(=O)N([C@H](C)CO)C[C@@H]1C,·,-21%,·,-1%,-6%,-1%,·,-3,-8%
Cc1ccc(O)c(/C=N/NC(=O)CN2CCCC2)c1,-2%,-2%,-1%,-3%,23%,2%,39%[activator],-1,-25%
CC1CCC(NC(=O)CN(C)S(=O)(=O)c2ccc3c(c2)c(=O)n(C)c(=O)n3C)CC1 (stereo not given),1%,5%,18%,-4%,34%,37%,-8%,-1,-22%
CCOc1ccc(CCNC(=O)c2ccc3[nH]c(C)c(C)c3c2)cc1,-5%,-16%,?,-3%,-13%,·,-2%,4,-14%
Cc1c(C(=O)NCc2ccccn2)oc2ccccc12,-2%,3%,0%,3%,-12%[58.9 µM],6%,-10%,-1,-13%
COc1cc(S(=O)(=O)NCCCN2CCOCC2)ccc1Cl,-3%,1%,9%,-4%,40%[activator],7%,-16%,-5,-3%
COc1cc2nc(NCc3ccccc3Cl)n3nc(-c4cccnc4)nc3c2cc1OC,-3%,-11%,-26%,-5%,-10%,·,-13%,-18,-10%
Cc1cc(NC(=O)c2cccc(S(=O)(=O)N3CCCCCC3)c2)n(-c2ccccn2)n1,-3%,-3%,-1%,-6%,?,2%,-8%,-1,-9%
Cc1ccc(-n2c(C)nnc2SCC(=O)NC2CC2)cc1,0%,0%,-7%,9%,53%[activator],-2%,3%,-1,2%

# Three structures out of the list, sorted by length of the SMILES, smallest number first:
SMILES,BLM helicase inh,POLK inh,POLB inh,Glioma ERSR ind,POLI inh,APE1 inh,Anesthetic bind,LDHA inh,Pol eta inh
CCC(Cc1ccccc1)OC(=O)c1ccccc1C(=O)O (stereo not given),·,-2%,·,0%,28%,·,·,0,-9%
CCOc1ccc(CCNC(=O)c2ccc3[nH]c(C)c(C)c3c2)cc1,-5%,-16%,?,-3%,-13%,·,-2%,4,-14%
O=C(c1cnc(N2CCCCC2)c2ccccc12)N1CCN(c2ccccc2F)CC1,-7%,-9%[60.1 µM],-3%,-2%,25%,·,65%[activator],14&-3,-25%

# Additional records follow:
SMILES,BLM helicase inh,POLK inh,POLB inh,Glioma ERSR ind,POLI inh,APE1 inh,Anesthetic bind,LDHA inh,Pol eta inh
CCc1nc2ccccc2c(C(=O)O)c1C,-8%,-8%,27%,-3%,17%,11%,-3%,-4,3%
CCOc1ccc(S(=O)(=O)N2CCC(n3c(C)nc4cccnc43)CC2)cc1,-2%,-12%,-2%,-2%,2%,·,-3%,6,-10%
CC(C)[C@H](NC(=O)NCCc1ccccc1)C(=O)O,-1%,-8%,-15%,10%,2%,-1%,5%,-4,-10%
Cc1ccc(NC(=O)NNC(=O)c2cc3ccccc3cc2O)cc1,-7%,-17%,?,-2%,-24%,-31%,-4%,-13,-12%
COc1ccc(NC(=O)Cc2nc3ccccc3[nH]2)cc1,-7%,-4%,?,-6%,2%,-4%,?,-1,-13%
CN(C(=O)CSc1nc2c(c(=O)[nH]1)CCC2)c1ccccc1,3%,-1%,2%,-1%,11%,1%,-3%,1,-1%

# Structures from the list above containing an NH in an aromatic ring (eight):
SMILES,BLM helicase inh,POLK inh,POLB inh,Glioma ERSR ind,POLI inh,APE1 inh,Anesthetic bind,LDHA inh,Pol eta inh
CCOC(=O)c1cc(S(=O)(=O)N2CCN(c3ccccc3F)CC2)[nH]n1,-1%,0%[60.1 µM],1%,-3%,-25%,·,-19%,7,-6%
Fc1ccc(C2c3[nH]c4ccccc4c3CCN2Cc2cccn2-c2ncccn2)cc1 (stereo not given),-9%,2%,2%,0%,7%,?,-10%,5,-20%
COc1ccc(N2CCN(Cc3nc4c(c(=O)[nH]c(=O)n4C)n3Cc3ccc(C)cc3)CC2)cc1,-3%,-3%,6%,-3%,28%,·,-8%,-5,-25%
CCCCN(C(=O)C1CCN(C(=O)c2ccccc2C)CC1)c1c(N)n(CCCC)c(=O)[nH]c1=O,-2%,-14%,23%,-4%,-2%,-6%,-1%,-1,-5%
CC(C)CN(C(=O)c1ccc(N2CCCC2=O)cc1)c1c(N)n(Cc2ccccc2)c(=O)[nH]c1=O,·,-12%,·,-1%,-1%,0%,·,1,0%
CCOc1ccc(CCNC(=O)c2ccc3[nH]c(C)c(C)c3c2)cc1,-5%,-16%,?,-3%,-13%,·,-2%,4,-14%
COc1ccc(NC(=O)Cc2nc3ccccc3[nH]2)cc1,-7%,-4%,?,-6%,2%,-4%,?,-1,-13%
CN(C(=O)CSc1nc2c(c(=O)[nH]1)CCC2)c1ccccc1,3%,-1%,2%,-1%,11%,1%,-3%,1,-1%

# Screening data (PubChem BioAssay)

# Only part of the results is shown, so the mix of outcomes need not match the whole.
